# Compound activity as filed in PubChem BioAssay.
# mABHD4 FP: inhibitors of mouse ABHD4; Q8VD66; purified mABHD4, FP-Rh probe fluorescence polarization; inhibition, % at 8.92 µM; 370,000 compounds, 0.54% hits; AID 720543;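 active = inhibition exceeding the mean over every tested compound plus 3 SD, cut at about 30% in these data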;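 note: 0% = plate median of compound wells and 100% = S159A mutant with DMSO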
#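 system = mouse ABHD4 enzyme, wild type | medium = HEPES pH 7.0, NaCl, Pluronic buffer | also added = FP-Rh probe | incubation = Enzyme–compound pre-incubation 45 min, then probe 60 min, both 25 °C | technique = fluorescence polarization, excitation 525 nm, emission 598 nm, BODIPY TMR filters | controls = S159A mutant high control, sample median low control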
# TCR-CD3 inh: human TCR-CD3 binding inhibition | TAMRA-labeled TCR probe fluorescence, biochemical | inhibition, % at 9.4 µM | 360,000 compounds, 0.37% hits; in the data active = inhibition above about 19%;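 note: recombinant mutant TCR 2C K166C tagged with TAMRA read by polarization; 0% = receptor in buffer alone and 100% = receptor with positive control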
# HTRA1 inh: blocks human HTRA1 serine peptidase; Q92743; recombinant HTRA1, FP-rhodamine activity-based probe, fluorescence polarization; inhibition, % at 5.96 µM; 340,000 compounds, 0.5% hits; AID 504803; in the data active = inhibition above about 36%;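 note: 0% = enzyme with DMSO and 100% = wells lacking enzyme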
# Target sequence (Q92743 whole entry, looked up): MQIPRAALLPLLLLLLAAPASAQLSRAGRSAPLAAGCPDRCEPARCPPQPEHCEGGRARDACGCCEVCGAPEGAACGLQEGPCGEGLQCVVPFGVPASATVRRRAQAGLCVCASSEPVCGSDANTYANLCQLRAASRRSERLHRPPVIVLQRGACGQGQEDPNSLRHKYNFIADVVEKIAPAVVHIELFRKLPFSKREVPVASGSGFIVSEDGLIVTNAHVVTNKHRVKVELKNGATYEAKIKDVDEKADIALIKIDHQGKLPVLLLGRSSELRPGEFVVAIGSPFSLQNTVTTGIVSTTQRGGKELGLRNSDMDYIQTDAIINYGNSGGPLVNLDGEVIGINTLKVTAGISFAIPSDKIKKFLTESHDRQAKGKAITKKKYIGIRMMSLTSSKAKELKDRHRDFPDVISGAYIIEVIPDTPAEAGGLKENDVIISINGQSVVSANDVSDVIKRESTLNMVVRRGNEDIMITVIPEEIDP
# SIAE primary: inhibitors of human sialic acid acetylesterase SIAE. AID 1053197. SIAE FP-Rh probe binding, fluorescence polarization. inhibition, % at 9.66 µM. 370,000 compounds, 0.69% hits;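 active = inhibition above a cutoff: mean of compounds within the control limits plus 3 SD of those, cut at about 17% in these data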;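 note: 0% = plate median of compound wells and 100% = probe without SIAE protein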
# rCAG binder: r(CAG) repeat RNA binding. TO-PRO-1 dye displacement fluorescence. inhibition, % at 3 µM. 370,000 compounds, 1.3% hits. AID 651821;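 active = inhibition above the plate cutoff, the mean of all test compounds on that plate plus 3 SD, cut at about 35% in these data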;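 note: 0% = DMSO alone and 100% = 100 µM mitoxantrone as full dye displacement; higher means more dye released from RNA so lower well fluorescence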
# TDP2 inh: blocks human TDP2 phosphodiesterase activity | O95551 | recombinant TDP2, T5PNP hydrolysis, p-nitrophenol absorbance 415 nm | inhibition, % at 12.8 µM | 370,000 compounds, 0.34% hits | AID 720702;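 active = inhibition above the mean of all tested compounds plus 3 SD, set per campaign, cut at about 25% in these data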;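 note: 0% = DMSO with enzyme and 100% = buffer with substrate but no TDP2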
# Target sequence (O95551 whole entry, looked up): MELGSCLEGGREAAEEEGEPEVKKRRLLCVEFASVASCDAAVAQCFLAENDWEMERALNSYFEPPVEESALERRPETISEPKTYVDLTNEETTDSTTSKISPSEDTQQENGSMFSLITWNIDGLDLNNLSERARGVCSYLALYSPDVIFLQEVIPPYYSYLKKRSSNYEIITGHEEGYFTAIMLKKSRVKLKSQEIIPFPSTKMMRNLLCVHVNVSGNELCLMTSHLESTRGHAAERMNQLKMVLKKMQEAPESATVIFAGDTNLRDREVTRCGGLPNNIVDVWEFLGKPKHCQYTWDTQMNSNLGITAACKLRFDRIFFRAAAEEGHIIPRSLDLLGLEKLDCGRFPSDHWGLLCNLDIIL
#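 test system = human TDP2 enzyme | input = TDP2 enzyme at 120 nM final | medium = 50 mM Tris-HCl pH 7.5 with Mg2+, KCl, DTT, BSA | also added = T5PNP substrate, 5 mM | times = 2 h at 37 °C | technique = epi absorbance | benchmarks = high control without enzyme, low control DMSO plus TDP2 | replication = each compound tested once, singlicate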
# LEDGF integ inh: blocks HIV-1 LEDGF/p75-dependent DNA integration. TR-FRET IN-LEDGF/p75 DNA integration, Eu/Cy5. inhibition, % at 3.7 µM. 370,000 compounds, 0.64% hits. AID 743269;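 active = inhibition above the screen-wide mean plus 3 SD, cut at about 13% in these data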;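 note: signal is the Cy5 over europium emission ratio at 671 and 618 nm; 0% = plate median of compound wells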
# GC-B act: GC-B (human) receptor activation; activation, % at 10 µM; HEK293-GC-B cells, CNP EC30, cGMP TR-FRET; 0% at EC30 CNP, 100% saturating CNP; AID 1920062; P20594; 370,000 compounds, 0.11% hits;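 active = activation at 10 µM reaching about 35% in either raw or pattern-adjusted values, limit read from the data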
# PRMT1 inh: blocks human protein arginine methyltransferase 1. Q99873. recombinant PRMT1, activity-based probe fluorescence polarization. inhibition, % at 2.79 µM. 370,000 compounds, 1.3% hits. AID 652257;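 active = inhibition above about 21% made by adding two undisclosed values, limit read from the data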
# MBD2 inh: MBD2-methylated oligo binding inhibition. TR-FRET, MBD2 binding to methylated oligonucleotide. AID 686964. Q9UBB5. inhibition, % at 4.4 µM. 370,000 compounds, 0.31% hits; in the data active = inhibition above about 13%
# * hit, by the source's call; x = no result given; & = joins results of further samples. These rows are one share of the data; count on the stated rates, not on these rows.
Structure,mABHD4 FP,TCR-CD3 inh,HTRA1 inh,SIAE primary,rCAG binder,TDP2 inh,LEDGF integ inh,GC-B act,PRMT1 inh,MBD2 inh
CC1(C)CC(=O)C=C(OC(=O)c2ccc(Cl)cc2)C1,-1,5,0,1,1,5,1,-2,6,-3
CSc1nc(Oc2ccc(C)cc2)cc(C(F)(F)F)n1,2,1,5,7,-5,2,1,-2,-1,-1
CCOC(=O)/N=C(/NC(=O)Nc1ccc(C(=O)OCC)cc1)OC,0,-7,-2,1,2,-5,1,-4,-1,0
COC(=O)c1ccc2c(c1)N(Cc1nc(-c3ccc(Cl)cc3)oc1C)C(=O)C1CCCN21 (centres undefined),-5,4,-10,-5,12,11,5,-4,-3,-3
Cc1cc(C)n(-c2nc3ccccc3n3nnnc23)n1,4,-2,5,14,-1,16,4,3,1,2
COc1ccc(C23CC4CC(CC(C(=O)O)(C4)C2)C3)c(F)c1,-10,-10,-2,-5,10,-22,-1,-13,4,0
CC1CCC2(CC1)NC(=O)N(CC(=O)Nc1cccnc1Cl)C2=O (centres undefined),-2,1,-4,-2,0,0,4,3,-5,-5
COCCCNS(=O)(=O)c1ccc(SC)cc1,14,-1,1,-9,-3,2,1,3,1,4
CN(C)c1ccc(C=C(c2nnnn2-c2ccccc2)c2nnnn2-c2ccccc2)cc1,5,-7,3,5,-5,7,0,3,-1,3
CSc1ccc(/C=C/C(=O)NC23CC4CC(CC(C4)C2)C3)cc1,-10,-8,-20,8,-1,4,2,1,-3,-4
CCCCCCn1c(N2CCN(c3cccc(Cl)c3)CC2)nc2c1c(=O)[nH]c(=O)n2C,3,-1,-2,-1,2,0,2,-7,-3,-2
O=C(Nc1ccccc1)c1oc2ccccc2c1NC(=O)C1CC1,-4,-4,-18,-2,-2,2,-1,3,4,-4

# (further entries)
Structure,mABHD4 FP,TCR-CD3 inh,HTRA1 inh,SIAE primary,rCAG binder,TDP2 inh,LEDGF integ inh,GC-B act,PRMT1 inh,MBD2 inh
CCN(Cc1ccccc1)S(=O)(=O)c1nc2nc(C)c(C)c(C)n2n1,-2,7,3,-1,-2,-4,-3,-1,1,-1
COCCC(=O)N1CCC(Oc2ccc(C(=O)N3CCCCC3CCO)cc2)CC1 (centres undefined),5,4,-1,2,-1,2,0,1,-2,-10
CCC(=O)Nc1ccc(/C(C)=N/NC(=O)c2c(-c3ccccc3Cl)noc2C)cc1,8,21*,2,5,1,1,0,-1,2,-1
COc1ccc(CCc2nc(-c3cccs3)no2)cc1,-6,-6,-10,3,-6,0,-2,5,0,-7
CN(C(=S)NC(=O)c1ccccc1)C1CCCCC1,0,0,-3,-2,-3,8,0,0,4,3
CCOC(=O)c1cccc(-c2cc(C(=O)OC)c3n(c2=O)CCC3)c1,-3,x,x,0,-1,5,1,-2,-3,-3
OC1CCCN(c2c3c(nc4cc(-c5cccc(F)c5)nn24)CCCC3)C1 (centres undefined),-2,-4,-28,-1,-6,2,2,11,-2,2
CCCS(=O)(=O)Nc1ccc(N2CCCCC2)c(S(=O)(=O)Nc2ccccc2OC)c1,-33,3,-55,-16,18,-1,0,-2,-2,0
CN(C)CCOC1(Cc2ccc(F)cc2)CCC(C(C)(C)C)CC1 (centres undefined),19,4,2,9,1,-5,-1,-15,1,1
COc1cccc(Cn2c(-c3nonc3N)nc3ccccc32)c1,-12,3,-20,17,0,-9,0,-3,0,-2
CCCCn1c(N)c(N(CCOC)C(=O)CCc2ccc(OC)cc2)c(=O)[nH]c1=O,4,-1,5,-4,-1,1,-2,5,-2,2
COC(=O)c1ccc(NC(=O)c2ccccc2CC[N+](=O)[O-])cc1,3,-4,3,-2,0,4,-3,2,0,-4

# (list continues)
Structure,mABHD4 FP,TCR-CD3 inh,HTRA1 inh,SIAE primary,rCAG binder,TDP2 inh,LEDGF integ inh,GC-B act,PRMT1 inh,MBD2 inh
Cc1cc(C)nc(NS(=O)(=O)c2ccc(NS(=O)(=O)c3ccc(F)c(F)c3)cc2)n1,1,-3,5,0,2,-8,-2,2,4,1
O=C(Nc1nnc(SCC(=O)N2CCCCC2)s1)c1ccccc1F,-4,-2,-2,0,2,-20,-5,-1,-3,-2
Cc1ccc2c(c1)cc(CN(Cc1ccco1)C(=O)COc1ccccc1)c1nnnn12,-6,-5,2,6,1,-8,0,-4,0,7
O=C(Nc1ccc(F)cc1F)Nc1ccccc1C(=O)NCCN1CCNC1=O,7,-5,x,8,0,-5,5,-3,0,2
COCCN(Cc1ccco1)C(=O)C1CCCN(c2ncnc3c2nc2n3CCCCC2)C1 (centres undefined),1,9,-3,0,-10,4,2,-8,3,-5
CC(C)(C)c1nnc(NC(=O)c2ccc3c(c2)OCO3)s1,5,2,-2,10,1,-1,0,6,4,3
CC(C)CNC(=O)NC(=O)COC(=O)COc1ccc(Cl)cc1Cl,1,1,-4,-1,-8,8,-1,-4,3,7
CCc1cccc(NC(=O)C2CCN(S(=O)(=O)c3ccc4[nH]c(=O)ccc4c3)CC2)c1,3,-1,-6,-25,8,4,4,-4,-1,-3
CCOC(=O)CSc1nc2c(cnn2-c2ccc(C)cc2)c(=O)[nH]1,-2,-3,-4,0,1,1,-1,5,1,4
COCCNC(=O)CN(c1cc(Cl)ccc1OC)S(C)(=O)=O,7,-4,2,-4,-4,0,2,3,-4,3
CCOC(=O)CCc1c(C)c2ccc(OCC(=O)N(CC)CC)c(C)c2oc1=O,-1,6,-2,-4,-11,14,0,4,-4,2
Cc1c(C(=O)NCc2cccnc2)sc2nc(-c3ccc(F)cc3)cn12,-9,0,-20,-2,4,-2,3,17,-3,2

# Additional results:
Structure,mABHD4 FP,TCR-CD3 inh,HTRA1 inh,SIAE primary,rCAG binder,TDP2 inh,LEDGF integ inh,GC-B act,PRMT1 inh,MBD2 inh
CCCCCOc1ccc(C(=O)C(c2ccccc2)N2CCOCC2)cc1 (centres undefined),-7,2,-16,4,-5,-1,4,0,0,-4
Cc1cccc2cc(C#N)c(SCC#N)nc12,4,0,3,-6,9,-3,1,-3,2,-3
Cc1ccnc(NC(=O)CCN2C(=O)c3ccccc3S2(=O)=O)n1,-6,0,2,-6,-3,3,-2,2,6,9
C=CCNc1nnc(SCC(=O)N2CCC(C(N)=O)CC2)s1,2,-2,1,11,-1,6,1,3,-1,2
O=C1CCC(C2CCc3cc(O)ccc3C2)C1 (centres undefined),-1,4,0,-3,-1,4,0,-2,3,8
COC(=O)c1cccc(NC(=O)Cc2ccc(OC)cc2)c1C,1,11,1,-2,-1,1,1,4,1,0
Cc1ccc(-c2csc(N3CCN(c4cc5c(cc4Cl)nc(-c4ccncc4)n5CCN4CCCCC4)CC3)n2)cc1,16,-2,-5,-4,4,13,-1,-1,-2,3
Cc1ccc(NC(=O)CN(C)C(=O)c2cc(S(=O)(=O)N(C)C)ccc2N2CCCC2)cc1,3,-5,-2,-3,-5,5,-2,8,2,5
CN(C)CCCNc1cn[nH]c(=O)c1Cl,-8,6,3,6,0,7,1,0,-5,-5
CSc1sccc1/C=N/NC(=O)c1ccncc1,-2,-6,2,-10,-4,-3,-2,2,5,10
CC(C)CN(C(=O)COC(=O)c1cnc(Cl)c(Cl)c1)c1c(N)n(Cc2ccccc2)c(=O)[nH]c1=O,-1,2,-1,-7,0,5,2,4,1,-3
CC(C(=O)O)c1ccc(-c2ccccc2)c(F)c1 (centres undefined),-4&-3,6&-4,-3&3,0&-7,3&0,4&-3,2&-2,-2&0,-5&4,2&2

# The list continues:
Structure,mABHD4 FP,TCR-CD3 inh,HTRA1 inh,SIAE primary,rCAG binder,TDP2 inh,LEDGF integ inh,GC-B act,PRMT1 inh,MBD2 inh
CCCOc1ccc(C(=O)Nc2ccc(S(=O)(=O)Nc3cc(C)nc(C)n3)cc2)cc1,-6,1,2,-7,25,0,1,-1,0,5
CCCCCCCCN1C(=O)[C@H](CC(=O)N2CCN(C(=O)C3CC3)CC2)C[C@@]2(C(=O)OC)CCCCC=C12,-2,-3,x,1,5,-4,1,1,-2,-2
CCc1ccc(N(C(=O)c2csnn2)C(C(=O)NC(C)(C)C)c2cccnc2)cc1 (centres undefined),-7,-7,5,-4,-6,-8,6,0,-2,1
CC(C)C(=O)Nc1cccc(C(=O)Nc2cc([N+](=O)[O-])ccc2Cl)c1,3,13,6,-4,2,6,1,2,4,-1
Cc1cccc(CN2CCN(C3CN(C4CCCC4)S(=O)(=O)C3)CC2)c1 (centres undefined),-9,-6,x,-1,0,-4,0,10,5,-1
COc1ccc(-c2csc3nc(-c4cccnc4)nc(N4CCC(C(N)=O)CC4)c23)cc1OC,-4,2,-12,-3,-3,12,1,8,6,2
Cc1onc(-c2ccccc2)c1C(=O)NCCCc1ccccc1,-3,3,-4,8,0,3,-1,-2,-1,2
O=c1c2c3c(sc2ncn1/N=C/c1ccncc1)CCCC3,-2,3,0,6,2,4,-1,0,1,2
COc1ccc(C(=O)COC(=O)CNC(=O)c2cccs2)cc1Br,-5,-10,-1,5,-1,0,0,2,-3,-2
CN1CCN(c2ccc(Cl)cc2NC(=O)/C=C/c2cccc(F)c2)CC1,-3,-2,-9,2,-3,-5,-5,-7,9,9
O=C(Cn1cnc2c(cnn2-c2ccccc2Cl)c1=O)N1CCc2ccccc21,3,-2,-2,-1,1,-11,1,2,-1,-1
Cc1ccc(S(=O)(=O)N2CCC(C(=O)Nc3cc(C(F)(F)F)ccc3N3CCOCC3)CC2)cc1C,0,-9,-15,-6,0,3,1,-3,1,-2

# Further results
Structure,mABHD4 FP,TCR-CD3 inh,HTRA1 inh,SIAE primary,rCAG binder,TDP2 inh,LEDGF integ inh,GC-B act,PRMT1 inh,MBD2 inh
COc1ccc(-n2nc(C(=O)NCC(=O)NCc3ccccc3OC)c3ccccc3c2=O)c(OC)c1,-7,6,1,-1,-2,7,0,-3,-2,3
O=C(O)c1cccc(Sc2ccc(Br)cc2C(=O)O)c1,-3,0,-5,3,1,12,-1,4,-2,-3
CCN(CC(=O)Nc1ccc(NC(C)=O)cc1)C(=O)c1cc(S(=O)(=O)N2CCCCCC2)ccc1OC,0,6,-6,0,4,23,-2,3,3,0
CCC(C(=O)OCC(=O)N(CCOC)c1c(N)n(Cc2ccccc2)c(=O)[nH]c1=O)c1ccccc1 (centres undefined),0,0,11,-3,-7,-9,1,-2,-1,-6
Cc1cccc(NC(=O)c2cccc(S(=O)(=O)N(C)C3CCCCC3)c2)n1,-1,-5,-23,-1,0,0,-2,8,-2,-2
Cc1csc(NC(=O)/C=C/c2ccco2)n1,15,5,-6,4,2,5,2,4,3,-1
O=S(=O)(Nc1ccc2c(c1)OCO2)c1ccc(Br)s1,3,3,16,5,11,6,-4,-5,7,-4
CC(C)CN(CC(C)C)S(=O)(=O)N1CCC(C(=O)NCCN2CCOCC2)CC1,-6,1,0,-2,-6,-9,-3,-6,-2,5
CCOC(=O)c1ccc2ncc(C(=O)OCC)c(Nc3ccc(N4CCOCC4)cc3)c2c1,3,-2,-2,9,-2,-11,-1,-4,-3,-3
CS(=O)(=O)N(CC(=O)Nc1cc(Cl)ccc1Cl)c1ccccc1Cl,-3,-4,-16,4,1,-1,-1,-4,-1,-2
COc1ccc(NC(=O)Cn2c([N+](=O)[O-])cnc2C)c(OC)c1,0,0,2,3,3,6,-2,-8,-2,-2
